Compound activity as filed in PubChem.
hcGAS inh = inhibitors of human cGAS | Q8N884 | recombinant h-cGAS, ATP depletion, Kinase-Glo luminescence | inhibition, % at 12.5 µM | actives 0.081% (n = 290,000) | AID 1259398;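 also: 0% = vehicle reaction and 100% = reaction without DNA for no activity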
Target sequence (Q8N884 whole entry, looked up): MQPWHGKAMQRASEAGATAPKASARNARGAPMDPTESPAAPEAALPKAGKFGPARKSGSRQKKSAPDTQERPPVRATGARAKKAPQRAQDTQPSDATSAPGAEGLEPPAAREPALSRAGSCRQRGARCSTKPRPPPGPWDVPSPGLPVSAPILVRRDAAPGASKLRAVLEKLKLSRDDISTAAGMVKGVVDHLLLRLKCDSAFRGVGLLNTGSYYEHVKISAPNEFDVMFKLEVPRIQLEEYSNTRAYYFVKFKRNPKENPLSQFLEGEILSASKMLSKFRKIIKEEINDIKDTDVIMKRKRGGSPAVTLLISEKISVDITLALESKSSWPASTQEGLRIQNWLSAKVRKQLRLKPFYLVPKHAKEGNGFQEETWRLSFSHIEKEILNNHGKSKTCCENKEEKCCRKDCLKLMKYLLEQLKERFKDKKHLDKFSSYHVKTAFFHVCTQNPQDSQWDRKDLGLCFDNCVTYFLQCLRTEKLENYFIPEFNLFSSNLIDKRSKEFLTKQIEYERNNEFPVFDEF
NPYLR7 agonist = mosquito NPYLR7 agonism; HEK293T NPYLR7/Galpha15, GCaMP6s calcium fluorescence; activation, % at 10 µM; actives 0.15% (n = 270,000); in the data active = activation above about 40%;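 also: 0% = vehicle and 100% = reference agonist at the receptor; some compounds past the cut are filed as inactive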
mcGAS inh = inhibitors of mouse cGAS | AID 1259399 | Q8C6L5 | inhibition, % at 12.5 µM | recombinant cGAS, Kinase-Glo ATP depletion luminescence | actives 0.15% (n = 160,000);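 also: 0% = negative control wells and 100% = reference inhibitor with no enzyme activity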
An asterisk follows results filed as active; nt = not tested or not shown; & = joins results of further samples. Rule as the data show it, unless noted: active = inhibition above about 40%; inactive = the rest.

SMILES | hcGAS inh | NPYLR7 agonist | mcGAS inh
O=C(NCCNc1nc(-c2ccc(F)cc2)nc2cc(Cl)ccc12)C1CC1 | -5 | 9 | -5
CCOC(=O)N1CCN(C2CCCN(C(=O)CSC)C2)CC1 (configuration not stated) | -6 | 3 | nt
CCCc1cc(NCc2cccnc2)n2ncc(-c3ccccc3)c2n1 | -13 | 4 | -7
Oc1c(C(Nc2ccccn2)c2ccccc2)ccc2cccnc12 (configuration not stated) | 11&11 | 3&-4 | -2&0
CSc1nc(SC)c2c3c(sc2n1)CN(C)CC3 | -4 | 9 | nt
Cc1ccsc1CN(Cc1ccc(F)cc1)C(=O)CN(CCN1CCOCC1)C(=O)c1cccc(Br)c1 | 4 | -9 | 2
Cc1cccc(-c2nc3c(NCCO)nccc3[nH]2)c1 | -1 | -5 | -5
CC(C)n1cnnc1CNC(=O)CCc1cnn(-c2ccccc2)c1 | 2 | 0 | nt
CC(Oc1ccccc1)C(=O)NC(c1cccs1)C(C)(C)C (configuration not stated) | -2 | 5 | nt
COc1cccc(OCc2cc(C(=O)N(C)Cc3n[nH]c4c3CCCC4)n[nH]2)c1 | -7 | 15 | nt
O=C(Cc1ccccc1Br)NCC1CSCCS1 (configuration not stated) | -2 | 5 | nt
COc1cc(C(=O)NCC2Cc3cc(C(C)(C)C)ccc3O2)cc(OC)c1OC (configuration not stated) | -8 | 18 | nt
COCCNS(=O)(=O)c1c(C)cc(C)c(N(C)S(=O)(=O)c2ccccc2)c1C | -9 | 3 | -7
CN(C(=O)c1cccc(-n2ccc(C(F)(F)F)n2)c1)c1ccccn1 | -4 | -1 | nt
COc1ccc(N2CCn3c2nc2c3c(=O)n(CCCO)c(=O)n2C)c(OC)c1 | -6 | -6 | nt
Cc1noc(-c2ccc(C(=O)NCCC(C)C)cc2)n1 | -9&-8 | 0&8 | -7
Cc1ccc([N+](=O)[O-])cc1-c1ccc(/C=C2/NC(=S)NC2=O)o1 | -1 | -5 | 0
CC(C)(C)n1ncc(C(=O)NCc2ccccn2)c1-c1ccccc1 | -1 | 9 | -4
CC(NC(=O)c1conc1-c1ccccc1)c1nnc2n1CCNCC2 (configuration not stated) | -7 | 3 | -18
COc1ccc(-c2nc(CSc3cccs3)cs2)cc1OC | -5 | 2 | -5

(list continues)
SMILES | hcGAS inh | NPYLR7 agonist | mcGAS inh
CC(c1ccccc1)n1c(C(=O)N2CCN(Cc3ccc4c(c3)OCO4)CC2)cc2ccsc21 (configuration not stated) | -2 | nt | -8
Cc1cc(C)cc(OCCN(C)Cc2cc(=O)n(C)c(=O)n2C)c1 | -7 | 4 | nt
Cc1nn2c(nc(NCC(C)(C)N3CCOCC3)c3ccccc32)c1Cl | -3 | 6 | nt
N#Cc1ccc(-n2ncc3c2CCN(CC(=O)Nc2cc(Cl)cc(Cl)c2)C3)cc1 | 5 | 0 | nt
Fc1cccc(Oc2cc(Cl)ncn2)c1 | -4 | 14 | nt
Cc1ccc2occ(C(=O)c3ccccc3Cl)c(=O)c2c1 | -5 | 4 | -3
Cc1nc(CN2CC(OCc3ccncc3)CN(Cc3cc4ccccc4o3)CC2=O)cs1 (configuration not stated) | -20 | 12 | -8
Cn1c(=O)n(CC(=O)C(C)(C)C)c(=O)c2c1nc1oc(-c3ccccc3)cn12 | -6 | 1 | -8
O=S(=O)(c1c(F)cccc1F)N1CCCC2CCCCC21 (configuration not stated) | -9 | 1 | -3
Cc1ccc(CSC2=NS(=O)(=O)c3ccccc3N2)cc1 | -5 | 9 | nt
CCNC(=O)N1Cc2[nH]cnc2C[C@H]1C(=O)NCc1ccc(OC)cc1 | -7 | -6 | -7
C[C@@H]1CN(CC(=O)N2CCC3(CCN(C)C3)CC2)C[C@H](C)O1 | -4 | 7 | nt
CC(=O)N1CCc2c(nc(C)nc2NCc2nc(C)c3c(n2)CCCC3)C1 | -8 | -6 | nt
Cc1ccc(-c2c(C)nn3c(NC(C)C)cc(C)nc23)cc1 | -1 | -10 | -5
CCc1nnc(NC(=O)c2ccc(C(C)C)cc2)s1 | -7 | -6 | -5
O=S(=O)(c1ccc2oc(=S)[nH]c2c1)N1CCOCC1 | -2 | 10 | 0
O=[N+]([O-])c1cc(Br)cnc1NCc1ccncc1 | -6 | 6 | nt
O=C(Nc1ccc2[nH]ncc2c1)c1ccc(Br)cc1Cl | -9 | 0 | nt
CCOC(=O)c1cc(-c2ccc(Cl)cc2)n(-c2ccc(C(=O)NCCc3cccs3)cc2)n1 | -4 | 1 | -6
O=C(CCc1ccccc1)N1CC(=O)N(Cc2cccc(F)c2)CC(O)C1 (configuration not stated) | 2 | 0 | -5

New compounds follow:
SMILES | hcGAS inh | NPYLR7 agonist | mcGAS inh
CC(=O)Nc1ccc2nc(CN(Cc3ccccc3)Cc3nccs3)ccc2c1 | 2 | 0 | -7
COc1cccc(C(=O)Nc2cc(-c3nc4ccccc4o3)ccc2OC)c1 | -5 | -11 | -5
C=C(C)Cn1c(SCCC)nc2c1c(=O)n(C)c(=O)n2C | -8 | 8 | nt
C/C(=C\c1ccco1)C1CC(=O)Nc2cc(O)c(C)cc21 (configuration not stated) | -4 | 2 | nt
COc1cccc(CSc2nnc(C(C)NC(=O)C3CCCCC3)n2-c2cc(Cl)ccc2C)c1 (configuration not stated) | -1 | -12 | 1
CC(C)Cc1nc(N2CCN(C(=O)/C=C/c3ccccc3)CC2)c2c(-c3ccc4ccccc4c3)noc2n1 | -5 | -11 | -4
Cn1c(=O)c2sccc2n2c(CCCC(=O)N3CCN(C(=O)c4ccco4)CC3)nnc12 | -4 | 4 | nt
Cc1ccccc1C(=O)NC(C(=O)N1CCCC1)C1CCN(C(=O)c2cccc(Br)c2)CC1 (configuration not stated) | -8 | 20 | -5
CC1Cc2c(NC(=O)COc3ccccc3F)nn(C)c2NC1=O (configuration not stated) | -1 | -16 | -8
COCC(=O)N1CCCC(N2CCc3ccccc3C2)C1 (configuration not stated) | 2 | 3 | nt
O=C(NCc1ccco1)c1coc(CN(Cc2cccc(Oc3ccccc3)c2)Cc2ccc3c(c2)OCO3)n1 | -2 | 19 | -4
CCN(CC)C(=O)CSc1nc(-c2cccc(OC)c2)nc2c1Cc1c(CO)cnc(C)c1O2 | -2 | -2 | -2
COc1ccc(/C=C2/N=C(c3ccc(C)c(C)c3)OC2=O)cc1OC | -5 | 1 | nt
Nc1cc(-c2cccc(C(F)(F)F)c2)nn1-c1ccc(C(=O)N2CCC(n3c(=O)[nH]c4ccccc43)CC2)cc1 | -7 | -9 | -4
O=C(NC1CCCCC1)N1CCc2n[nH]c(=O)n2CC1 | 4 | nt | 2
COc1ccc(CN2CCCC(Nc3ccc(F)cc3)C2)c(OC)c1OC (configuration not stated) | -6 | 13 | -9
Clc1cccc(Nc2nc3ccccc3n3nnnc23)c1 | -8 | 11 | nt
O=C(NC1CCCN(CCc2ccccc2)C1)c1cc2ccccc2o1 (configuration not stated) | -7 | 15 | nt
O=C(NC1(c2cccc(Br)c2)CCOCC1)C1CCC1 | -2 | -19 | nt
Cc1ccc(N2CCN(C(=O)c3cccs3)C(C)C2=O)c(C)c1 (configuration not stated) | -8 | 1 | -7

The results go on.
SMILES | hcGAS inh | NPYLR7 agonist | mcGAS inh
O=C(c1ccco1)N1CCN(c2ncnc3scc(-c4cccs4)c23)CC1 | -13 | 6 | -8
Cc1cccc(S(=O)(=O)N2CCN(c3cc(-n4ccnc4)nc(C)n3)CC2)c1 | -1 | -12 | -5
CC(=O)c1c(-c2ccccc2)c2cc(C)ccc2n(C)c1=O | 1 | -14 | nt
CCOC(=O)CCCC(SC#N)C(=O)c1[nH]c(=O)[nH]c1C (configuration not stated) | -9 | 13 | nt
COCCN(CC(=O)N1CCc2sccc2C1c1ccccc1)S(=O)(=O)c1c(C)cc(C)cc1C (configuration not stated) | -1 | 21 | -5
CC1(C)O[C@@H]2C[C@@](OCc3ccc(F)cc3)(C(=O)NC3CC3)CC(OCc3cccc(C(F)(F)F)c3)[C@@H]2O1 (some centres not stated) | -6 | 39 | -5
CC(C)(C)NC(=O)c1cc(-c2ccccc2F)nc2cc(C(C)(C)C)nn12 | -6 | 3 | -8
C=CCn1c(SCC(=O)NCC2CCCO2)nc2sc3c(c2c1=O)CCC(C)C3 (configuration not stated) | -17 | 20 | nt
Cc1ccccc1-n1c(SCc2ccc(C(=O)NCc3ccc(F)cc3)cc2)nnc1-c1ccncc1 | -10 | 6 | -5
CCOC(=O)C1(CCCc2ccccc2)CCN(C(=O)Cc2cnc3ncnn3c2)CC1 | 2&-7 | 2 | nt
Clc1cc2c(c3ncccc13)OCN(CCCN1CCOCC1)C2 | -13 | 1 | 0
CCOC(=O)C(=O)N1C[C@@H](C(=O)OCC)[C@@H]2Oc3cc(OC)ccc3[C@@H]21 | -2 | 2 | -4
CCC(CO)Nc1nc(C2CC2)nc2scc(-c3ccccc3)c12 (configuration not stated) | 5 | 1 | nt
CCN1CCN(c2nc(Nc3ccc(C)cc3)c3cnn(-c4ccccc4)c3n2)CC1 | -4 | 1 | -7
Cc1cn(-c2ncccc2F)nc1N | -12 | 6 | nt
Cc1ccc(-n2c(SCCCCC(=O)N3CCN(C(=O)c4cccc5ccccc45)C(C)C3)nnc2-c2ccccc2)cc1 (configuration not stated) | 7 | -10 | 2
COc1cccc2cc(-c3csc(Nc4ccccc4F)n3)c(=O)oc12 | -6 | 5 | -3
Cc1nc2ccccn2c1C(=O)NNS(=O)(=O)c1cc(F)cc(F)c1 | -2 | 11 | nt
COc1ccc(CCN2CC(=O)N(c3ccccc3)C3CS(=O)(=O)CC32)cc1OC (configuration not stated) | -11 | 3 | nt
O=C(NC1CC1)N1CCN(C(c2ccccc2)c2ccccc2)CC1 | -11 | 9 | nt

Reprinted at random: six entries already listed.
SMILES | hcGAS inh | NPYLR7 agonist | mcGAS inh
CCCc1cc(NCc2cccnc2)n2ncc(-c3ccccc3)c2n1 | -13 | 4 | -7
CC(c1ccccc1)n1c(C(=O)N2CCN(Cc3ccc4c(c3)OCO4)CC2)cc2ccsc21 (configuration not stated) | -2 | nt | -8
COc1ccc(/C=C2/N=C(c3ccc(C)c(C)c3)OC2=O)cc1OC | -5 | 1 | nt
Clc1cc2c(c3ncccc13)OCN(CCCN1CCOCC1)C2 | -13 | 1 | 0
CCN1CCN(c2nc(Nc3ccc(C)cc3)c3cnn(-c4ccccc4)c3n2)CC1 | -4 | 1 | -7
Cc1cccc(S(=O)(=O)N2CCN(c3cc(-n4ccnc4)nc(C)n3)CC2)c1 | -1 | -12 | -5

(continued)
Every second line gives: hcGAS inh, NPYLR7 agonist, mcGAS inh
COCCn1c(O)c(C=Nc2nc(CC(=O)OC)cs2)c(=O)[nH]c1=S
    -2, -1, -2
C=C(C)COc1ccccc1C(=O)N1CCc2[nH]cnc2C1c1ccccn1 (configuration not stated)
    -2, -2, nt
CN(C)C1CCCN(C(=O)NCCNC(=O)C2CCCCC2)C1 (configuration not stated)
    -9, 3, nt
COC(=O)c1ccc2nc(NC(=O)CSc3nc(C)cc(C)n3)sc2c1
    -3, -4, -4
Oc1ccc(C2CC(c3ccccc3O)=NN2)cc1 (configuration not stated)
    -2, 12, nt
Cc1csc(NC(=O)CCn2cc(Br)ccc2=O)n1
    -15, -6, nt
COCC(=O)Nc1cc(C(=O)N2CCC(C)CC2)cn(C)c1=O
    -8, -4, -8
CN(NC(=O)CNC(=O)C1CC1(c1ccccc1)c1ccccc1)c1ccccc1 (configuration not stated)
    0, -11, -2
CCOC(=O)C(c1ccc(OC)c(OC)c1)C1C=CC(NC(=O)c2ccc(OC)c(C(F)(F)F)c2)C1 (configuration not stated)
    -4, 6, -4
CC(C)c1nc(NC(=O)c2cn(Cc3cccs3)nn2)n[nH]1
    -8, 1, nt
COC[C@H]1C[C@H]2C[C@@H](OC)[C@H](N3CCN(C(=O)c4ccco4)CC3)[C@]2(O)CO1
    -9, 11, -3
CC1CCN(c2nc(N)c([N+](=O)[O-])c(NCC3CCCO3)n2)CC1 (configuration not stated)
    -4, 1, nt
Cc1ccc(-c2nc3ccccc3o2)cc1NC(=O)c1ccc(C)c([N+](=O)[O-])c1
    8, -5, -5
Cc1nnsc1CN(C)Cc1ncc[nH]1
    -13, 11, nt
COc1cc(CNC(=O)Nc2ccc(C)cc2C)ccc1OCCO
    1, 3, 2
O=c1[nH]c2ccc(Br)cc2c(-c2ccccc2)c1C1=NOC(c2ccccc2)C1 (configuration not stated)
    -8, 18, nt
CCc1nc2n(n1)C(=O)C(C(c1ccc(OC)c(OC)c1)N1CCN(c3ccccc3F)CC1)S2 (configuration not stated)
    -4, -7, -7
CCc1ccccc1NC(=O)c1cc2cc3c4c(c2oc1=N)CCCN4CCC3
    3, 29, nt
CC(C)(C)OC(=O)N(Cc1ccc(F)cc1)C1CCC(C(=O)N2CCOC(COc3cccc(C(F)(F)F)c3)C2)CC1 (configuration not stated)
    -4, 5, -5
COc1ccccc1OCCN1CCC(C(=O)N(C)C(c2ccc(F)cc2)c2ncccc2C)CC1 (configuration not stated)
    1, -8, 0
COC(=O)[C@@H]1C[C@@H](O)CN1Cc1cc(=O)oc2cc(C)c(C)cc12
    -7, 2, nt
CC(C)CCN(Cc1ccc(OS(C)(=O)=O)cc1)S(=O)(=O)c1cc(Cl)ccc1Cl
    5, -12, 0
COCCOCC(=O)N1CCN2CCN(C)CC2C1 (configuration not stated)
    -5, 10, -17
